Bioassay records as filed in PubChem.
HRas wt GTP: human HRas wildtype GTP binding, change in either direction | GST-Ras wt beads, Bodipy-FL-GTP binding, flow cytometry; actives lie on both sides | GTP binding activity, % at 10 µM | 0.14% of 190,000 active | AID 759;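 active = GTP binding activity at least 20% away from the 100% baseline, either lowered as inhibitor or raised as activator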;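 also: 0% = unlabeled GTP competition control and 100% = no-compound control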
Target sequence (P01112 whole entry, looked up): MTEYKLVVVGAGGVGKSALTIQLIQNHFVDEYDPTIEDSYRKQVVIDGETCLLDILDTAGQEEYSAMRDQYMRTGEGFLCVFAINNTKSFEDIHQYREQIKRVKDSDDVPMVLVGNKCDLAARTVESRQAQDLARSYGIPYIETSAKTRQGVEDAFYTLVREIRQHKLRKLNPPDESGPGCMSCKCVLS
Cdc42 wt: human Cdc42 wildtype GTP binding change, either direction | percent activity (GTP binding), % at 10 µM | AID 761 | GST-Cdc42 beads, Bodipy-GTP binding, flow cytometry; actives lie on both sides | P60953 | 0.2% of 190,000 active;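 active = percent activity GTP binding at least 20 points away from the 100% baseline, either down as inhibitor or up as activator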;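 also: median bead fluorescence of bound Bodipy-FL-GTP at 100 nM; 0% = excess unlabeled GTP control and 100% = no compound control; below 100% means less GTP binding so inhibitor and above means activator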
Target sequence (P60953 whole entry, looked up): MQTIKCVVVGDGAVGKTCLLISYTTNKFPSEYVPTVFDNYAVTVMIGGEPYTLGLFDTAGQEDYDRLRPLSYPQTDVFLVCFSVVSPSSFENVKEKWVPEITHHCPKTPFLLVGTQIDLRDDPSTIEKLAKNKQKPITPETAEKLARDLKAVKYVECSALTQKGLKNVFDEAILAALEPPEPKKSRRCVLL
Rab2A wt mod: changes GTP binding to wildtype dog Rab2A, up or down. GST-Rab2 wt beads, Bodipy-GTP binding, flow cytometry. P61105. 0.19% of 190,000 active. GTP binding activity, % at 10 µM;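 active = GTP binding activity at least 20 points away from 100%, either lowered or raised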;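 also: 0% = beads with excess unlabeled GTP and 100% = no-compound control corrected for plate trend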
Rac1 wt modul: alters GTP binding to wildtype human Rac1; GTP binding activity (% of control), % at 10 µM; AID 757; P63000; GST-Rac1 beads, fluorescent GTP binding, flow cytometry; actives lie on both sides; 0 = cold GTP competed, 100 = untreated; 0.27% of 190,000 active;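 active = GTP binding activity at least 20 points away from the 100% control level, either lower or higher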
Rab7 wt GTP bind: alters GTP binding to wildtype dog Rab7 | GST-Rab7 beads, fluorescent GTP binding, flow cytometry; actives lie on both sides; untreated = 100%, excess cold GTP = 0% | GTP binding activity (percent of control), % at 10 µM | 0.055% of 190,000 active;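 active = fluorescent GTP binding to Rab7 beads changed by at least 20 points from the 100% baseline, either direction, mostly lower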;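 also: median green fluorescence of bound Bodipy-FL-GTP per Rab7 bead population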
ABCG2 inh: human ABCG2 inhibition, ABCB1 as counter-screen. Q9UNQ0. IgMXP3 cells, JC-1 efflux, flow cytometry. inhibition, % at 6.6 µM. 0.1% of 190,000 active. AID 1325;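 active = inhibition above 80%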;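 also: 0% = DMSO and 100% = nicardipine control wells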
Target sequence (Q9UNQ0 whole entry, looked up): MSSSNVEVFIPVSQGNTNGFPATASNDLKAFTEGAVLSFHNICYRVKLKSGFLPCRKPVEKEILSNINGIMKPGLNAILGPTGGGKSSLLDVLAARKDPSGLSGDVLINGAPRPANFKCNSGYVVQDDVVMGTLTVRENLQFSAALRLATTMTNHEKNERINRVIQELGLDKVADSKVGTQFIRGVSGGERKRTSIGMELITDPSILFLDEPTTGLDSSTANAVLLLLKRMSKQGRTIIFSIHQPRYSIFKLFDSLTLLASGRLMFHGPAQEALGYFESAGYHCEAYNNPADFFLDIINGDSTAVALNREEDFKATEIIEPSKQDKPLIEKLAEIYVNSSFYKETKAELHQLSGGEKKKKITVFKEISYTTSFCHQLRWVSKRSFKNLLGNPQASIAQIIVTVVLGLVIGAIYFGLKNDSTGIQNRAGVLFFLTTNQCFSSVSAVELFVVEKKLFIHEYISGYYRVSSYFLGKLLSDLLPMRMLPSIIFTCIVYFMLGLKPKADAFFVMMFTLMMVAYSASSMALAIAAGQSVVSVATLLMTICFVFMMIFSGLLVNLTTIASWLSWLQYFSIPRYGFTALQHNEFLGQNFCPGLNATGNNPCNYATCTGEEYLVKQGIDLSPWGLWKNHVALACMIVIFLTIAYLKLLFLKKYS
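material = IgMXP3 (ABCG2) plus far-red-tagged CCRF-Adr (ABCB1) cells | amount = 3 million cells/mL, equal mix of both lines | also added = JC-1 transporter substrate | dosing = one concentration, 6.6 µM final | schedule = 10 min at 25 °C | measured by = flow cytometric JC-1 green MFI at 530 nm | read-out basis = percent efflux inhibition, scaled nicardipine 100% to DMSO 0%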
ABCB1 block: inhibitors of human ABCB1 transporter, ABCG2 counter-screen; CCRF-Adr cells, JC-1 efflux, flow cytometry; inhibition, % at 6.6 µM; 0.067% of 190,000 active; in the data active = inhibition above about 40%;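 also: 0% = vehicle and 100% = reference inhibitor; higher value means more JC-1 retained so stronger ABCB1 efflux block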
Pf gametocyte: P. falciparum stage V gametocyte viability inhibition | P. falciparum stage V gametocytes, ATP luminescence, 24 h | inhibition, % at 10.9 µM | 0.065% of 150,000 active | AID 743093;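 active = inhibition above the mean plus 3 SD of compounds within the control limits, set per campaign, cut at about 38% in these data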;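 also: 0% = DMSO wells and 100% = medium only without gametocytes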
Rac1 act GTP bind: modulators of GTP binding to human Rac1 activated mutant | P63000 | GST-Rac1 activated beads, fluorescent GTP binding, flow cytometry; actives lie on both sides; 100% means binding = to untreated wells | percent activity (GTP binding), % at 10 µM | 0.11% of 190,000 active;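 active = GTP binding at least 20 percentage points away from the 100% baseline, in either direction, so actives lie on both sides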
Mcl1-Noxa inh: disrupts binding of human Mcl-1 to Noxa peptide | Q07820 | TR-FRET Mcl-1/Noxa peptide binding, 2 h | inhibition, % at 21.7 µM | 1.5% of 220,000 active;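 active = compounds that cut the protein-peptide binding signal by more than 50% relative to plate controls in a single-dose test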;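 also: His-tagged Mcl-1 with rhodamine Noxa BH3 peptide and terbium anti-His antibody; 0% = Mcl-1 plus Noxa peptide wells and 100% = peptide-only wells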
Avidin bead fluor: compound fluoresces at 488/530 nm on avidin beads | compound fluorescence 488/530 nm, flow cytometry; active compounds read high | fluorescence (KMESF) at 10 µM | 0.38% of 220,000 active; in the data active = fluorescence above about 47; also: inactives centre near 10
* marks the source's active call; other numbers are inactive results; . = no result given.

SMILES | HRas wt GTP | Cdc42 wt | Rab2A wt mod | Rac1 wt modul | Rab7 wt GTP bind | ABCG2 inh | ABCB1 block | Pf gametocyte | Rac1 act GTP bind | Mcl1-Noxa inh | Avidin bead fluor
CC(C)c1cc(C(N)=O)c(NC(=O)c2cccc(COc3ccc(Cl)cc3)c2)s1 | 102.0 | 99.0 | 102.0 | 100.0 | 98.0 | 0.3 | -0.1 | 2.8 | 98.0 | -1.9 | 11
Cc1cc(/C=C2/C(=N)N3C(=NC2=O)SN=C3S(C)(=O)=O)c(C)n1-c1ccc(F)cc1 | 92.0 | 90.0 | 88.0 | 96.0 | 93.0 | -2.0 | -0.9 | 0.7 | 91.0 | 18.1 | 23
O=C(NCc1cccnc1)C(=O)N/N=C/c1ccc([N+](=O)[O-])cc1 | 101.0 | 102.0 | 100.0 | 102.0 | 98.0 | 3.3 | 0.1 | -0.6 | 106.0 | 8.8 | 7
COc1ccc(NC(=S)N2CCc3ccccc3C2)cc1 | 101.0 | 103.0 | 101.0 | 103.0 | 98.0 | 1.4 | -0.1 | 13.7 | 101.0 | 2.2 | 12
O=C(c1ccc([N+](=O)[O-])cc1)N(C1=NCCCCS1)c1ccccc1 | 100.0 | 103.0 | 100.0 | 104.0 | 102.0 | 1.9 | 0.5 | 15.8 | 100.0 | -1.1 | 6
O=C(C1=NNC2C(=O)N(c3ccccc3)C(=O)C12)c1nc(Cl)ccc1Cl (stereo unspecified) | 100.0 | 104.0 | 99.0 | 107.0 | 96.0 | -4.7 | 1.8 | . | 101.0 | 9.6 | 3
Cc1cc(C)cc(NC(=S)NC2CC3CCCC(C2)N3C2CC2)c1 (stereo unspecified) | 99.0 | 94.0 | 98.0 | 95.0 | 102.0 | 0.2 | 0.5 | . | 95.0 | 11.2 | 7
CCOc1ccc(NC(=O)CN(C)c2nnnn2-c2ccccc2)cc1OCC | 96.0 | 95.0 | 94.0 | 90.0 | 95.0 | 3.0 | 0.7 | -6.4 | 92.0 | . | 8
COc1ccc(Oc2nc3ccccc3n3cccc23)cc1 | 98.0 | 97.0 | 97.0 | 94.0 | 98.0 | 1.8 | 0.4 | -15.6 | 94.0 | 12.8 | 29
Cc1cc(=O)[nH]c(Sc2c(-c3ccccc3)c3ccccc3[nH]c2=O)n1 | 97.0 | 96.0 | 99.0 | 96.0 | 92.0 | 2.1 | 0.4 | -5.2 | 96.0 | 13.7 | 6
CCN(Cc1ccccc1)C(=O)COC(=O)CNC(=O)c1ccc(C)s1 | 95.0 | 93.0 | 95.0 | 92.0 | 102.0 | -0.4 | -0.2 | . | 96.0 | -1.6 | 12
COc1ccc(CNC(=O)COC(=O)C2CCN(S(=O)(=O)c3ccccc3C(F)(F)F)CC2)cc1 | 100.0 | 97.0 | 99.0 | 102.0 | 99.0 | 13.8 | 0.2 | . | 100.0 | 28.1 | 15
COc1ccc(S(=O)(=O)N2CCOCC2)cc1NC(=O)CSc1ncnc2ccccc12 | 93.0 | 91.0 | 93.0 | 93.0 | 90.0 | -1.2 | 1.3 | 13.3 | 93.0 | 7.7 | 11
CCc1nnc(NC(=O)CSc2nnnn2-c2cccc(C(=O)OC)c2)s1 | 101.0 | 101.0 | 97.0 | 107.0 | 97.0 | 3.5 | -0.4 | . | 99.0 | -4.0 | 15
Cc1ccccc1-n1c(SCC(=O)Nc2ccccc2)nc2nc3c(cc2c1=O)CCCC3 | 99.0 | 100.0 | 97.0 | 101.0 | 104.0 | 35.9 | 45.6* | . | 97.0 | 17.8 | 15
COc1ccc(OC)c(-n2c(=S)[nH]c3c(sc(=S)n3-c3ccccc3C)c2=O)c1 | 101.0 | 100.0 | 103.0 | 102.0 | 106.0 | -0.4 | 0.5 | 3.9 | 96.0 | 15.3 | 9
CCN(CC)S(=O)(=O)c1ccc(N2CCCCC2)c(C(=O)Nc2ccccc2N2CCOCC2)c1 | 104.0 | 104.0 | 101.0 | 103.0 | 99.0 | 3.6 | 4.5 | . | 101.0 | 16.3 | 8
CCc1sc(C(=O)N2CCN(S(C)(=O)=O)CC2)cc1Br | 103.0 | 104.0 | 102.0 | 109.0 | 101.0 | 2.8 | 0.9 | . | 101.0 | 7.9 | 12
Cc1cc(C(F)F)nn1CC(=O)Nc1cc([N+](=O)[O-])ccc1F | 102.0 | 102.0 | 100.0 | 104.0 | 103.0 | -0.3 | -0.1 | . | 98.0 | 16.9 | 3
COc1ccc2nc(SCC(=O)Nc3ccccc3)[nH]c2c1 | 102.0 | 100.0 | 103.0 | 105.0 | 105.0 | 1.2 | 1.2 | 6.2 | 98.0 | 6.8 | 5
CN(C)C(CNC(=O)c1cccs1)c1cccnc1 (stereo unspecified) | 103.0 | 105.0 | 104.0 | 106.0 | 102.0 | 0.4 | 0.1 | . | 102.0 | 16.4 | 25
CS(=O)(=O)N1CCCC(C(=O)Nc2ccc(Br)cc2F)C1 (stereo unspecified) | 97.0 | 99.0 | 99.0 | 101.0 | 107.0 | 5.0 | 0.8 | 2.4 | 95.0 | 11.7 | 6
Cc1c(NC(=O)CN2C(=O)c3ccccc3C2=O)c(=O)n(-c2ccccc2)n1C | 99.0 | 100.0 | 99.0 | 99.0 | 101.0 | -1.4 | -2.1 | . | 97.0 | 3.1 | 6
Cc1c(N=Cc2ccc(O)c(Br)c2)cccc1[N+](=O)[O-] | 101.0 | 102.0 | 100.0 | 103.0 | 98.0 | -0.9 | . | -6.5 | 102.0 | -4.8 | 6
COc1ccc(NC(=S)c2ccc(N(C)C)cc2)cc1 | 105.0 | 105.0 | 103.0 | 106.0 | 103.0 | -7.0 | -1.1 | -16.4 | 102.0 | -0.1 | 9
O=C1S/C(=C\c2ccc(O)c([N+](=O)[O-])c2)C(=O)N1Cc1cccc([N+](=O)[O-])c1 | 99.0 | 95.0 | 95.0 | 100.0 | 102.0 | -1.0 | -0.4 | -14.3 | 94.0 | 33.0 | 12
O=C(Nc1ccc2c(c1)OCCO2)c1ccc2ccccc2n1 | 94.0 | 91.0 | 95.0 | 96.0 | 94.0 | 0.7 | -0.3 | 1.8 | 92.0 | 13.7 | 6
COC(=O)c1ccc(CSC2=NCCS2)cc1 | 101.0 | 99.0 | 98.0 | 105.0 | 102.0 | 6.8 | 0.4 | 9.1 | 99.0 | -4.4 | 14
CCCS(=O)(=O)c1nnnn1-c1cccc(OC)c1 | 91.0 | 80.0 | 89.0 | 91.0 | 90.0 | 0.7 | 0.3 | . | 78.0* | -13.7 | 5
c1ccc(-c2cn3c(n2)SCC3)cc1 | 97.0 | 97.0 | 97.0 | 101.0 | 94.0 | 1.8 | 0.4 | . | 96.0 | 1.2 | 20
Cc1nn(-c2ccc(C(=O)O)cc2)c(N)c1-c1ccccc1 | 98.0 | 98.0 | 98.0 | 101.0 | 99.0 | 5.7 | 0.2 | 10.9 | 97.0 | 4.7 | 11
Cc1cccc(C)c1NC(=O)N1CCC(n2cnc3ccccc32)CC1 | 101.0 | 102.0 | 103.0 | 101.0 | 95.0 | -5.5 | -3.4 | -11.3 | 98.0 | -12.6 | 7
COc1ccccc1Nc1nc(-c2sc(NC(=O)c3cccc(Cl)c3)nc2C)cs1 | 99.0 | 97.0 | 98.0 | 100.0 | 99.0 | -2.0 | -0.6 | . | 97.0 | 38.9 | 2
COC(=O)C(NC(=O)COc1ccccc1)(Nc1nc2c(s1)CCCC2)C(F)(F)F (stereo unspecified) | 101.0 | 99.0 | 101.0 | 103.0 | 98.0 | 2.6 | 0.6 | 3.4 | 99.0 | 30.1 | 8
Cc1ccc(S(=O)(=O)Nc2cc(C(C)C)c(O)cc2C)cc1 | 97.0 | 96.0 | 99.0 | 97.0 | 95.0 | 23.9 | 0.8 | -34.9 | 96.0 | -4.8 | 13
C=CCn1c(=O)c2ccccc2n2c(SC(C)C(=O)Nc3nc(-c4ccccc4)cs3)nnc12 (stereo unspecified) | 99.0 | 102.0 | 98.0 | 103.0 | 99.0 | 39.8 | 8.9 | . | 96.0 | 15.0 | 29
O=C(COc1ccc([N+](=O)[O-])cc1)NNC(=O)c1cccs1 | 93.0 | 100.0 | 97.0 | 97.0 | 99.0 | 13.9 | 1.1 | -6.4 | 97.0 | 1.3 | 9
CC12CCC3(CO)COC(c4ccccc4O1)C2C3 (stereo unspecified) | 99.0 | 100.0 | 100.0 | 101.0 | 93.0 | -0.5 | -0.1 | . | 99.0 | 3.3 | 5
COC(=O)c1cc(C(=O)OC)cc(-n2c(C)cc(C(=O)COC(=O)CNS(=O)(=O)c3ccc(C)cc3)c2C)c1 | 100.0 | 96.0 | 97.0 | 99.0 | 100.0 | -8.4 | -0.2 | -8.1 | 96.0 | -16.7 | 13
CCN(CC)CCCC(C)NC(=O)c1cccc(S(=O)(=O)N2CCc3ccccc32)c1 (stereo unspecified) | 98.0 | 102.0 | 98.0 | 99.0 | 100.0 | 0.5 | 0.4 | -22.5 | 98.0 | 1.3 | 10
O=c1c2ccccc2nc(-c2ccc(Br)cc2)n1Cc1ccccc1 | 93.0 | 87.0 | 97.0 | 87.0 | 99.0 | 8.6 | 3.7 | -5.5 | 94.0 | 8.7 | 18
O=C(c1cccs1)N(c1ccc(F)cc1)C1C=CS(=O)(=O)C1 (stereo unspecified) | 101.0 | 98.0 | 99.0 | 99.0 | 104.0 | -0.2 | 0.0 | 11.8 | 94.0 | -23.9 | 5
Cc1ccc(-c2cn3cccnc3n2)cc1 | 95.0 | 96.0 | 98.0 | 98.0 | 104.0 | 8.3 | 0.6 | -3.6 | 91.0 | 4.8 | 8
FC(F)(F)c1nnc2sc(-c3ccccn3)nn12 | 96.0 | 97.0 | 95.0 | 92.0 | 92.0 | 1.3 | -2.1 | . | 93.0 | -0.1 | 14
CCOc1cccc(-c2nc(C(N)=O)c3[nH]c(=O)n(-c4cccc(Cl)c4)c3n2)c1O | 103.0 | 105.0 | 103.0 | 107.0 | 106.0 | -4.7 | -3.1 | . | 99.0 | 8.8 | 7

Compound profiles, from the list above. Order of screens: HRas wt GTP | Cdc42 wt | Rab2A wt mod | Rac1 wt modul | Rab7 wt GTP bind | ABCG2 inh | ABCB1 block | Pf gametocyte | Rac1 act GTP bind | Mcl1-Noxa inh | Avidin bead fluor
COC(=O)c1cc(C(=O)OC)cc(-n2c(C)cc(C(=O)COC(=O)CNS(=O)(=O)c3ccc(C)cc3)c2C)c1 across the screens: 100.0 | 96.0 | 97.0 | 99.0 | 100.0 | -8.4 | -0.2 | -8.1 | 96.0 | -16.7 | 13
O=C1S/C(=C\c2ccc(O)c([N+](=O)[O-])c2)C(=O)N1Cc1cccc([N+](=O)[O-])c1 across the screens: 99.0 | 95.0 | 95.0 | 100.0 | 102.0 | -1.0 | -0.4 | -14.3 | 94.0 | 33.0 | 12

No enrichment for hits. Share with any hit: about 2.3%.
